Bioassay records (PubChem BioAssay)
Cdc42 wt GTP = changes GTP binding to wildtype human Cdc42; GST-Cdc42 beads, Bodipy-GTP binding, flow cytometry; actives lie on both sides; AID 761; P60953; actives 0.2% (n = 190,000); percent activity (GTP binding), % at 10 µM;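 active = percent activity GTP binding at least 20 points away from the 100% baseline, either down as inhibitor or up as activator; inconclusive = compound flagged as likely green fluorescent from well-wide comparison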;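 also: median bead fluorescence of bound Bodipy-FL-GTP at 100 nM; 0% = excess unlabeled GTP control and 100% = no compound control; below 100% means less GTP binding so inhibitor and above means activator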
Target sequence (P60953 whole entry, looked up): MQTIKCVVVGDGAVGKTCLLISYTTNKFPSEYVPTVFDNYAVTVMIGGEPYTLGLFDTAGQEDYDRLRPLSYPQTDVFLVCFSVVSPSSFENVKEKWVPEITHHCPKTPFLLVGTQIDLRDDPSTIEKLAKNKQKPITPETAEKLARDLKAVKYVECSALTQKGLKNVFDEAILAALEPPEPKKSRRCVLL
ABCB1 block = inhibitors of human ABCB1 transporter, ABCG2 counter-screen; inhibition, % at 6.6 µM; CCRF-Adr cells, JC-1 efflux, flow cytometry; actives 0.067% (n = 190,000); P08183; in the data active = inhibition above about 40%;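 also: 0% = vehicle and 100% = reference inhibitor; higher value means more JC-1 retained so stronger ABCB1 efflux block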
Pf gametocyte = P. falciparum stage V gametocyte viability inhibition; inhibition, % at 10.9 µM; P. falciparum stage V gametocytes, ATP luminescence, 24 h; AID 743093; actives 0.065% (n = 150,000);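 active = inhibition above the mean plus 3 SD of compounds within the control limits, set per campaign, cut at about 38% in these data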;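 also: 0% = DMSO wells and 100% = medium only without gametocytes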
GSH bead fluor = compound fluoresces at 488/530 nm on GSH beads; fluorescence (KMESF) at 10 µM; GSH beads flow cytometry, compound fluorescence 488/530 nm; active compounds read high; actives 0.25% (n = 190,000); AID 1776; in the data active = fluorescence above about 89;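 also: glutathione beads carrying GST-tagged Bcl family fusion proteins plus one bare bead set; values are compound well signal with DMSO vehicle wells as background; inactives centre near 16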
HRas wt GTP bind = modulators of GTP binding to human HRas wildtype | GST-Ras wt beads, Bodipy-FL-GTP binding, flow cytometry; actives lie on both sides | GTP binding activity, % at 10 µM | actives 0.14% (n = 190,000) | AID 759;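 active = GTP binding activity at least 20% away from the 100% baseline, either lowered as inhibitor or raised as activator; inconclusive = flagged as likely green fluorescent, judged across all proteins in the well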;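 also: 0% = unlabeled GTP competition control and 100% = no-compound control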
Target sequence (P01112 whole entry, looked up): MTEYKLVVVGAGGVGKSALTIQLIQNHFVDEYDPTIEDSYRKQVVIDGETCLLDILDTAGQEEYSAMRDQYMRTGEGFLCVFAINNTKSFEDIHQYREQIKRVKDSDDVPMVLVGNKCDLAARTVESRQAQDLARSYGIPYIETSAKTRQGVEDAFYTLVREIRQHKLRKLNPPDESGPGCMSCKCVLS
ABCG2 inh = blocks JC-1 efflux by human ABCG2 transporter; inhibition, % at 6.6 µM; IgMXP3 cells, flow cytometry; AID 1325; actives 0.1% (n = 190,000); Q9UNQ0;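 active = inhibition above 80%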;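 also: 0% = DMSO and 100% = nicardipine control wells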
Target sequence (Q9UNQ0 whole entry, looked up): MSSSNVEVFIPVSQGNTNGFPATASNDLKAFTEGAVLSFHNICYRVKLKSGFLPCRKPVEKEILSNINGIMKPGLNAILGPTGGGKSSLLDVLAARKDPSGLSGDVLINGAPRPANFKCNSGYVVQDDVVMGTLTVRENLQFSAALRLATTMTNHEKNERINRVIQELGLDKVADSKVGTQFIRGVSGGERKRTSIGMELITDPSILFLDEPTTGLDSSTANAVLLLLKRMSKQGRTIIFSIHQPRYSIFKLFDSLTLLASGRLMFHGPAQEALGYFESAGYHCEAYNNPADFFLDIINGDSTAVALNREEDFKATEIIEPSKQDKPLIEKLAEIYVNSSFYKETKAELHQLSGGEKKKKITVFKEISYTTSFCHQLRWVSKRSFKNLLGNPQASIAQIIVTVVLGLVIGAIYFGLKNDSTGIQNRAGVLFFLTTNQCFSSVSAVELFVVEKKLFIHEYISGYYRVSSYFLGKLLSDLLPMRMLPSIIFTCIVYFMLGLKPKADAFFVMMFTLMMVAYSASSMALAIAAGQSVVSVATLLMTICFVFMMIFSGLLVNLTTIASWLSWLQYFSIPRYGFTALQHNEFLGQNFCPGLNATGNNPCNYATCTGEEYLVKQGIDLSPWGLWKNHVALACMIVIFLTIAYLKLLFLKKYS
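Test system: IgMXP3 (ABCG2) plus far-red-tagged CCRF-Adr (ABCB1) cells. Reagent: JC-1 dye as substrate. Timing: 10 min exposure at 25 °C with rotation, no wash. Measured by: flow cytometric JC-1 green MFI at 530 nm. Read-out: percent efflux inhibition, scaled nicardipine 100% to DMSO 0%. Control set: nicardipine and DMSO wells.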
Rac1 wt GTP bind = human Rac1 wildtype GTP binding, inhibitors and activators | P63000 | GST-Rac1 beads, fluorescent GTP binding, flow cytometry; actives lie on both sides; 0 = cold GTP competed, 100 = untreated | GTP binding activity (% of control), % at 10 µM | actives 0.27% (n = 190,000);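 active = GTP binding activity at least 20 points away from the 100% control level, either lower or higher; inconclusive = compound flagged as likely green fluorescent, judged across all proteins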
Avidin fluor = compound fluoresces at 488/530 nm on avidin beads. actives 0.38% (n = 220,000). compound fluorescence 488/530 nm, flow cytometry; active compounds read high. fluorescence (KMESF) at 10 µM. AID 1775; in the data active = fluorescence above about 47; also: inactives centre near 10
Rac1 mut GTP = modulators of GTP binding to human Rac1 activated mutant | GST-Rac1 activated beads, fluorescent GTP binding, flow cytometry; actives lie on both sides; 100% means binding = to untreated wells | percent activity (GTP binding), % at 10 µM | actives 0.11% (n = 190,000) | AID 764;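 active = GTP binding at least 20 percentage points away from the 100% baseline, in either direction, so actives lie on both sides; inconclusive = Compound likely fluorescent itself, or too few beads counted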
Rab7 wt modul = dog Rab7 wildtype GTP binding, inhibitors and activators; GTP binding activity (percent of control), % at 10 µM; GST-Rab7 beads, fluorescent GTP binding, flow cytometry; actives lie on both sides; untreated = 100%, excess cold GTP = 0%; actives 0.055% (n = 190,000); AID 758;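 active = fluorescent GTP binding to Rab7 beads changed by at least 20 points from the 100% baseline, either direction, mostly lower; inconclusive = compound itself probably fluorescent, or too few beads counted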;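 also: median green fluorescence of bound Bodipy-FL-GTP per Rab7 bead population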
Rab2 wt GTP = changes GTP binding to wildtype dog Rab2A, up or down; GST-Rab2 wt beads, Bodipy-GTP binding, flow cytometry; P61105; actives 0.19% (n = 190,000); GTP binding activity, % at 10 µM; AID 760;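 active = GTP binding activity at least 20 points away from 100%, either lowered or raised; inconclusive = signal likely due to the compound's own green fluorescence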;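 also: 0% = beads with excess unlabeled GTP and 100% = no-compound control corrected for plate trend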
* marks the source's active call; other numbers are inactive results; ? = inconclusive; . = no result given. Some of the compounds tested; rates above refer to the full screens.

SMILES | Cdc42 wt GTP | ABCB1 block | Pf gametocyte | GSH bead fluor | HRas wt GTP bind | ABCG2 inh | Rac1 wt GTP bind | Avidin fluor | Rac1 mut GTP | Rab7 wt modul | Rab2 wt GTP
C=CCNC(=O)c1c(N)n(Cc2ccco2)c2nc3ccccc3nc12 | 98 | 1.3 | . | 21 | 98 | 19 | 101 | 19 | 96 | 98 | 96
Cc1ccc(/C=C2\C(=O)NC(=O)N(CCc3ccc(F)cc3)C2=O)s1 | 87 | -1.8 | -2 | 22 | 89 | -4 | 90 | 5 | 88 | 93 | 89
Oc1ccc(Cl)cc1CN1CCN(Cc2ccccc2)CC1 | 94 | 0.7 | . | 12 | 91 | 0 | 96 | 3 | 94 | 90 | 92
Cc1nnc(SCc2nc3ccccc3c(=O)n2-c2ccccc2Cl)n1N | ? | 1.3 | . | 19 | ? | 5 | ? | 8 | ? | ? | ?
Cc1nn(Cc2ccccc2)c(Cl)c1C(=O)Nc1ccc(OC(F)(F)F)cc1 | 100 | 0.8 | -1 | 11 | 100 | 7 | 100 | 1 | 98 | 102 | 99
O=C(CCCN1CCC2(CC1)C(=O)NCN2c1ccccc1)c1ccc(F)cc1 | 103 | 0.1 | . | 22 | 97 | 0 | 102 | 11 | 102 | 92 | 96
COc1ccc(CCNCc2ccc(F)cc2)cc1OC | 97 | 0.4 | . | 36 | 97 | -1 | 98 | 8 | 96 | 97 | 99
CC(C)CNC(=O)c1c(N)n(Cc2ccc3c(c2)OCO3)c2nc3ccccc3nc12 | 93 | 0.7 | . | 26 | 96 | 10 | 97 | 31 | 94 | 98 | 94
CCN1C(=O)/C(=C/c2ccc3c(c2)CCN3CCCCl)C(=O)NC1=S | 89 | -0.8 | -14 | 11 | 94 | -8 | 94 | 9 | 91 | 95 | 92
COc1cccc(NP(=O)(Oc2ccccc2)Oc2ccccc2)c1 | 99 | 1.4 | 0 | 10 | 97 | 12 | 100 | 12 | 97 | 97 | 96
CN1C(=O)C(=Cc2ccc(-c3cccc(Cl)c3)o2)C(=O)N(C)C1=O | 98 | -6.8 | . | 22 | 99 | -17 | 102 | 9 | 96 | 100 | 99
O=C(Cn1ncc2ccccc21)N1CCC2(CC1)OCCO2 | 105 | 1.2 | 5 | 25 | 101 | 11 | 106 | 12 | 99 | 100 | 101
COc1ccc(CCNCc2ccncc2)cc1 | 94 | 5.4 | . | 36 | 93 | 3 | 94 | 3 | 93 | 94 | 93
COc1ccc(C2N3CC(C)(C)CN23)cc1 (stereo unspecified) | 104 | 0.2 | . | 20 | 100 | 0 | 105 | 9 | 104 | 99 | 103
CC(C)(C)c1ccc(CN2C(=O)CN=C(c3ccccc3)c3ccccc32)cc1 | 102 | 1.2 | . | 15 | 105 | 3 | 102 | 7 | 101 | 98 | 106

Looked up above.
`Cc1ccc(/C=C2\C(=O)NC(=O)N(CCc3ccc(F)cc3)C2=O)s1` in Rac1 mut GTP: 88
`CC(C)CNC(=O)c1c(N)n(Cc2ccc3c(c2)OCO3)c2nc3ccccc3nc12` in ABCG2 inh: 10

Additional records follow:
SMILES | Cdc42 wt GTP | ABCB1 block | Pf gametocyte | GSH bead fluor | HRas wt GTP bind | ABCG2 inh | Rac1 wt GTP bind | Avidin fluor | Rac1 mut GTP | Rab7 wt modul | Rab2 wt GTP
CCOC(=O)c1c(N)n(Cc2ccco2)c2nc3ccccc3nc12 | 102 | 0.9 | -9 | 13 | 103 | 5 | 101 | 11 | 101 | 104 | 102
CN(C)C(=O)Oc1ccc(OCc2n(C)c3ccccc3[n+]2C)cc1 | 99 | 3.9 | 2 | 9 | 98 | 14 | 105 | 4 | 100 | 99 | 97
O=c1cccc2n1CC1CC2CN(c2ncnc3c2cnn3-c2ccccc2)C1 (stereo unspecified) | 98 | 0.2 | 14 | 39 | 89 | 2 | 100 | 6 | 95 | 92 | 94
CCOC(=O)c1c(C)n(Cc2ccccc2)c2ccc(OCC(O)Cn3nc(C)nc3C)cc12 (stereo unspecified) | 94 | 1.3 | . | 17 | 97 | 0 | 96 | 7 | 97 | 98 | 98
CC1(C)C2CC=C(CN3CCOCC3)C1C2 (stereo unspecified) | 100 | 0.3 | . | 36 | 100 | 0 | 103 | 13 | 100 | 100 | 102
CCCOC(=O)C1C2c3ccccc3C(c3ccccc32)C1C(=O)O (stereo unspecified) | 96 | 0.3 | . | 21 | 96 | 1 | 99 | 12 | 95 | 95 | 96
CC(=NCc1cccnc1)c1c(O)n(-c2ccc(C)cc2)c(=O)[nH]c1=O | 104 | 0.0 | -3 | 9 | 102 | 0 | 104 | 9 | 102 | 102 | 104
Cc1ccc(N2C(=O)NC(=O)/C(=C\c3cnc(-c4ccccc4)nc3)C2=O)cc1 | 98 | -2.2 | . | 16 | 98 | -14 | 98 | 9 | 97 | 100 | 97
Cn1cc(C(=O)N2CCCCC2)c2ccccc21 | 96 | 0.0 | -5 | 16 | 97 | 0 | 101 | 9 | 95 | 101 | 96
CC(=O)Nc1ccc(OCCF)cc1 | 97 | 0.5 | -2 | 15 | 97 | 2 | 100 | 10 | 98 | 103 | 96
Cn1c(O)c(/C=C/C=Nc2ccccc2)c(=O)n(C)c1=S | 100 | 3.2 | -1 | 23 | 104 | 2 | 102 | 33 | 99 | 105 | 105
COc1cccc(-c2cc(C(F)(F)F)n3nc(C(=O)N4CCC5(CC4)OCCO5)cc3n2)c1 | 103 | -3.2 | . | 33 | 103 | -3 | 103 | 7 | 100 | 103 | 103
Fc1ccc(C(OCCN2CCCC2)c2ccc(Br)cc2)cc1 (stereo unspecified) | 104 | 0.4 | 14 | 11 | 103 | 1 | 105 | 15 | 103 | 98 | 102
O=C1C(=O)c2cccc3cccc1c23 | 94 | 0.0 | 9 | 10 | 96 | 0 | 93 | 3 | 94 | 94 | 94
CCN1CCN(CC(=O)c2c(C)n(Cc3ccccc3)c3ccc(OC)cc23)CC1 | 97 | 0.8 | . | 11 | 97 | 1 | 96 | 38 | 95 | 97 | 94
COC(=O)C1C(OC(=O)c2ccccc2)CC2CCC1N2C (stereo unspecified) | 96 | 0.3 | . | 23 | 100 | 1 | 101 | 6 | 97 | 105 | 100
Cc1ccc2c(c1)C1CN(C)CCC1N2C(=O)Cc1cccs1 (stereo unspecified) | 96 | 0.2 | 12 | 25 | 96 | 8 | 101 | 29 | 97 | 97 | 96
O=c1[nH]c(=O)n(-c2cccc(Cl)c2)c(O)c1/C=N/c1ccccn1 | 99 | -2.7 | 0 | 21 | 99 | -1 | 100 | 17 | 98 | 101 | 98
CC[N+](CC)(CC)CCCOC(=O)C(O)(c1ccccc1)C1CCCCC1 (stereo unspecified) | 105 | 0.3 | . | 10 | 103 | 2 | 113 | 10 | 103 | 102 | 104
CCN1C(=O)NC(=O)/C(=C\c2ccc(N3CCOCC3)cc2OC)C1=O | 95 | -0.7 | . | 10 | 99 | -2 | 95 | 16 | 93 | 96 | 97
Clc1ccc(-c2nc3ccc(Cl)cn3c2CN2CCOCC2)cc1 | 99 | 0.6 | . | 35 | 96 | 6 | 104 | 7 | 96 | 98 | 104
O=[N+]([O-])c1ccc(Nc2ccccc2)cc1 | 103 | 0.7 | -4 | 12 | 100 | 28 | 106 | 10 | 100 | 101 | 98
Cc1ccc(N2C(=O)NC(=O)/C(=C\c3cc(C)n(-c4sc5c(c4C#N)CCCC5)c3C)C2=O)cc1 | 89 | 0.9 | 22 | 11 | 86 | -1 | 90 | 20 | 83 | 90 | 87
CCn1c(O)c(C(=O)CC2NCCc3ccccc32)c(=O)n(CC)c1=S (stereo unspecified) | 101 | -0.3 | . | 17 | 101 | -1 | 103 | 27 | 96 | 95 | 99
Cc1cc(C)cc(N2C(=O)NC(=O)/C(=C\C=C\c3ccco3)C2=O)c1 | 78* | -1.1 | -6 | 8 | 85 | -6 | 78* | 11 | 84 | 88 | 83
C=CCN1C(=O)NC(=O)/C(=C/c2ccc(N(C)C)c(Br)c2)C1=O | 95 | -0.4 | 22 | 12 | 96 | -1 | 98 | 6 | 96 | 98 | 95
CC(C)Cc1nnc(NC(=O)CCC(=O)N2CCN(CCOC(c3ccccc3)c3ccccc3)CC2)s1 | 104 | 0.1 | 1 | 12 | 101 | 0 | 106 | 11 | 99 | 97 | 101
CCC(C)(C)n1nnnc1C(c1cccs1)N1CC=C(c2ccc(F)cc2)CC1 (stereo unspecified) | 98 | 0.7 | . | 10 | 99 | 2 | 104 | 23 | 97 | 100 | 99
ClCCNc1nc2ccc(Cl)cc2[nH]1 | 107 | 0.3 | 22 | 18 | 106 | 2 | 108 | 37 | 101 | 107 | 105
O=C1NC(=O)C(C/C=C/c2ccccc2)C(=O)N1 | ? | 0.5 | 20 | 6 | ? | 2 | ? | 7 | ? | ? | ?
N=c1c2c(n(Cc3ccc(Cl)cc3Cl)c3c1CCC3)CCCC2 | ? | 0.6 | . | 37 | ? | 2 | ? | 5 | ? | ? | ?
O=C(c1ccc(CS(=O)(=O)c2ccccc2)o1)N1CCC2(CC1)OCCO2 | 103 | 0.0 | -3 | 25 | 102 | 0 | 102 | 11 | 100 | 99 | 99
COc1cccc(C2CC3C(=O)C=CC2N3Cc2ccccc2)c1 (stereo unspecified) | 102 | 0.6 | 11 | 16 | 100 | 9 | 105 | 8 | 101 | 104 | 98
COc1ccc(F)cc1C(=O)C1CCCN(Cc2cnc(C)s2)C1 (stereo unspecified) | 97 | 0.6 | . | 9 | 100 | 2 | 102 | 3 | 95 | 106 | 98
CN1C2CCC1CC(OC(=O)c1ccc([N+](=O)[O-])cc1)C2 (stereo unspecified) | 105 | 1.1 | 20 | 11 | 102 | 11 | 106 | 13 | 104 | 97 | 104
CCCCn1c(=O)c(C(=O)NCc2ccncc2)c(O)c2ccccc21 | 97 | 0.2 | . | 11 | 96 | 4 | 89 | 6 | 98 | 97 | 99
O=C1NC(=O)C(=Cc2cc([N+](=O)[O-])ccc2N2CCCCC2)C(=O)N1 | 90 | 0.2 | -3 | 24 | 95 | 3 | 97 | 9 | 93 | 111 | 100
O=c1[nH]c(=O)n(C2CCCCCC2)c(O)c1C=NCC1CCCO1 (stereo unspecified) | 94 | -0.1 | 24 | 40 | 95 | 10 | 100 | 8 | 95 | 98 | 96
Cc1[nH]c2ccccc2c1C(=O)C(=O)N1CCC2(CC1)OCCO2 | 97 | 1.3 | . | 17 | 98 | 11 | 97 | 12 | 97 | 104 | 96
